PfHsp40 yeast = rescue of yeast from PfHsp40 toxicity, primary screen, S. cerevisiae, ATP luminescence. S. cerevisiae expressing PfHsp40, growth rescue. growth rescue, % at 12.5 µM. 340,000 tested, 0.68% active; in the data active = growth rescue above about 28%, passing the limit was not always enough; inconclusive = no clear call, values can overlap the other calls;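 also: yeast W303a lacking pdr1 and pdr3 grown in galactose medium; growth measured after three days at 30 °C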
Y pestis TopoI = Yersinia pestis topoisomerase I inhibitors, primary screen, biochemical, cleavage product accumulation, plate reader, single point; DNA topoisomerase I (Yersinia pestis CO92); Y. pestis Topo-I cleavage product accumulation; activity, % at 10 µM; 360,000 tested, 0.064% active; AID 504884, 2011; in the data active = activity above about 50%, passing the limit was not always enough; inconclusive = no clear call, values can overlap the other calls; also: inactives centre near 2
Anthrax LF prot = Bacillus anthracis LF protease inhibitors, primary screen, biochemical, multiplex microsphere, MLPCN library. inhibition, % at 10 µM. 360,000 tested, 0.12% active. AID 588501, 2011. Lethal factor (Bacillus anthracis), P15917. multiplex microsphere protease cleavage assay; also: plate controls were buffer without enzyme for full effect and enzyme alone for no effect
Target sequence (P15917 whole entry, looked up): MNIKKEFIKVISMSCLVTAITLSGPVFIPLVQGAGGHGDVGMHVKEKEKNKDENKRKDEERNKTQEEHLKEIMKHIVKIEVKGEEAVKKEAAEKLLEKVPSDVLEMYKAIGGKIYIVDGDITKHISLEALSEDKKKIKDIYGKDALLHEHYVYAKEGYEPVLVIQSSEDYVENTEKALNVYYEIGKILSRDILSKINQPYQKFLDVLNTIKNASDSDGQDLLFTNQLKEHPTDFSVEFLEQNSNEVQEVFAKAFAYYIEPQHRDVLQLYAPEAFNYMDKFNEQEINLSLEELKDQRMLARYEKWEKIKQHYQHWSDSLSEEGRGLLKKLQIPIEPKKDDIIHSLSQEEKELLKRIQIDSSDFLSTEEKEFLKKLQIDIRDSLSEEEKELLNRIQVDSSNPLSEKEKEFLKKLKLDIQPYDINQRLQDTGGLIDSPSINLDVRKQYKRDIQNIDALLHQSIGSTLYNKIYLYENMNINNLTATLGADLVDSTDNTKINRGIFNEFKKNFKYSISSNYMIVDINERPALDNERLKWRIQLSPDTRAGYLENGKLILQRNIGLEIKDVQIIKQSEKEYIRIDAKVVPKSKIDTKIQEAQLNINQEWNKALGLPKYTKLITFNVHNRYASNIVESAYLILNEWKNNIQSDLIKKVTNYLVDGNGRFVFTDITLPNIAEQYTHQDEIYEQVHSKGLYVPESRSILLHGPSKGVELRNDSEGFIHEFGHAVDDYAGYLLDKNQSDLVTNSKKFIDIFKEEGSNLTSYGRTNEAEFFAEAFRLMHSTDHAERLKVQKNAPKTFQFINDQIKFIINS
PrPC surface inh = inhibitors of human cell surface prion protein PrPC, primary screen, cell-based, TR-FRET. Major prion protein (Homo sapiens), P04156. TR-FRET read-out. inhibition, % at 13.8 µM. 370,000 tested, 0.43% active. AID 720596, 2013; in the data active = inhibition above about 24%; also: 0% = median of the test wells and 100% = reference compound wells
BoNT-F LC inh = BoNT/F light chain protease inhibitors, primary screen, biochemical, flow cytometry, MLPCN library | Multiplex microsphere protease cleavage assay | Botulinum neurotoxin type F light chain protease (Clostridium botulinum) | inhibition, % at 10 µM | 360,000 tested, 0.22% active; in the data active = inhibition above about 35%, passing the limit was not always enough; inconclusive = no clear call, values can overlap the other calls; also: plate controls were buffer without enzyme for full effect and enzyme alone for no effect
CCHF vOTU inh = CCHFV vOTU protease inhibitors, primary screen, biochemical, Pep-AMC substrate, fluorescence | Crimean-Congo hemorrhagic fever virus L polyprotein viral ovarian tumor (vOTU) protease … | inhibition, % at 11.5 µM | 370,000 tested, 0.55% active | AID 651958, 2012; in the data active = inhibition above about 30%; also: 0% = vehicle wells with enzyme and 100% = no enzyme wells
FadD28 FP inh = inhibitors of FadD28 bisubstrate probe binding, primary screen, biochemical, fluorescence polarization, single point; Mycobacterium tuberculosis FadD28 fatty-acid-AMP ligase; inhibition, % at 12.5 µM; 360,000 tested, 0.22% active; in the data active = inhibition above about 8.5%, passing the limit was not always enough; inconclusive = no clear call, values can overlap the other calls
BoNT A protease = BoNT/A light chain protease inhibitors, primary screen, biochemical, flow cytometry, MLPCN library. multiplex microsphere protease substrate cleavage. inhibition, % at 10 µM. 360,000 tested, 0.17% active; also: plate controls were buffer without enzyme for full effect and enzyme alone for no effect
TcdB inh = TcdB glycohydrolase inhibitors, primary screen, biochemical, single point, plate reader; 350,000 tested, 0.24% active; AID 652162, 2013; TcdB glycohydrolase enzymatic assay; Toxin B (Clostridioides difficile), P18177; inhibition, % at 9.99 µM; in the data active = inhibition above about 10%
Starred values were filed as active, the others as inactive; ? = inconclusive; nt = no result given; & = joins results of further samples. Rule as the data show it, unless noted: active = inhibition above about 30%; inconclusive = no clear call, values can overlap the other calls; inactive = below that.

SMILES | PfHsp40 yeast | Y pestis TopoI | Anthrax LF prot | PrPC surface inh | BoNT-F LC inh | CCHF vOTU inh | FadD28 FP inh | BoNT A protease | TcdB inh
CC(=O)c1cccc(NC(=O)C(C)OC(=O)CCn2c(C)csc2=O)c1 (stereo not drawn) | 1.0 | 1 | 4 | 1 | -2 | 4 | -3.1 | -0.2 | -0.2
CC(C)CNc1nc(Oc2ccc(=O)[nH]n2)nc(N2CCOCC2)n1 | -0.8 | -4 | -1 | 0 | 2 | -2 | -2.1 | -0.1 | 0.5
CCc1ccccc1NC(=O)CN(C)C(=O)CSc1nnc(Nc2ccc(C)cc2)s1 | -0.4 | 3 | 2 | -2 | 4 | -8 | 3.1 | 0.0 | -0.1
CCc1sc(C(=O)NC)cc1Br | -0.1 | -1 | 2 | -5 | 9 | 1 | -0.9 | 7.1 | nt
CC(OC(=O)c1cccs1)C(=O)NCc1cccs1 (stereo not drawn) | 0.0 | -7 | -4 | -1 | 7 | -2 | -2.2 | 0.7 | nt
Cc1nn(CCOc2ccccc2)c(=O)n1-c1ccccc1F | -0.3 | 2 | -2 | 2 | 8 | -4 | -1.1 | 1.3 | nt
Cc1ccc(C)c(S(=O)(=O)N2CCN(C(=O)Cc3ccccc3)CC2)c1 | 0.1 | 25 | -1 | -2 | 8 | 3 | -2.3 | 1.7 | 0.6
NS(=O)(=O)c1cccc(NC(=O)CSc2nnc(C3CC3)n2Cc2ccccc2)c1 | -0.9 | 8 | 0 | -2 | -8 | 4 | -2.9 | -1.5 | -0.6
CCN1CCCC1CNCC(O)COc1ccc(C(C)(C)C)cc1C (stereo not drawn) | 0.5 | 1 | -3 | -2 | -4 | -13 | -6.0 | -0.1 | -1.8
COc1ccc(C(=O)NC2=NCCS2)cc1 | 0.6 | 4 | 6 | -4 | ? | 2 | -1.9 | 0.2 | 0.9
C=CCNC(=O)CSc1cc([N+](=O)[O-])cc(S(=O)(=O)Cc2ccccc2)c1 | -0.4 | -10 | -2 | -26 | -2 | -6 | -2.5 | -0.6 | 1.5
COc1cccc(Nc2nc(C(N)COCc3ccccc3)cs2)n1 (stereo not drawn) | nt | 5 | -5 | -3 | -17 | 4 | -2.6 | -0.4 | 1.0
CC(=O)c1c(C)n(Cc2ccccc2)c2ccc(O)cc12 | 1.1 | 1 | -4 | 6 | 0 | -2 | -0.9 | -0.2 | 2.2
Cc1nnc(N2C(=O)C(=O)/C(=C(/O)c3ccc4c(c3)OCCO4)C2c2ccc([N+](=O)[O-])cc2)s1 (stereo not drawn) | 0.1 | -1 | -3 | -15 | 0 | 12 | -2.9 | 2.2 | 0.8
O=C(NCCC(=O)N1CCOCCOCCOCCOCC1)OCc1ccccc1 | 0.1 | -2 | 21 | -3 | ? | -11 | -1.5 | ? | -0.2
O=C(CSCc1ccccc1Cl)Nc1ccc2c(c1)OCCO2 | 3.0 | 10 | -3 | 9 | 6 | 4 | -1.2 | ? | nt
COc1ccc(C(=O)NC(=S)Nc2cccc(Cl)c2N2CCOCC2)cc1[N+](=O)[O-] | -0.9 | 9 | -2 | -3 | 0 | 14 | -0.6 | 0.2 | nt
CCOc1cc2[nH]c(=S)n(CCC(=O)NCc3ccc(OC)cc3)c(=O)c2cc1OCC | -0.1 | 3 | -4 | -1 | 3 | 2 | -3.8 | 0.9 | nt
CC(C)c1ccc(/C=C2\C(=O)N(CCN3CCOCC3)C(=S)N2C)cc1 | -0.7 | 25 | -3 | 0 | 6 | -10 | -0.4 | -0.2 | 2.7
NC(Cc1ccc(Cl)cc1)c1csc(Nc2ccc(C(F)(F)F)cn2)n1 (stereo not drawn) | nt | 4 | -5 | -9 | -20 | 6 | -4.1 | 0.0 | 1.4
Cc1c(S(=O)(=O)NCCc2ccccc2)c(=O)n(C)c(=O)n1C | -2.1 | 1 | -4 | -4 | -4 | -3 | -4.8 | -0.9 | 0.2
CCSc1nc(-c2cccnc2)ccc1C#N | -1.1 | -3 | -2 | -8 | 0 | 8 | -4.0 | -0.3 | 1.4
COCc1cc(SC2CCCCC2)nc(C)n1 | 1.2 | 8 | 2 | 7 | 0 | 4 | -0.1 | 0.1 | 0.4
CCOC(=O)c1sc2nc(C)nc(SC(C)C(=O)NC3CC3)c2c1C (stereo not drawn) | 0.9 | 0 | -11 | -10 | -1 | 9 | -0.5 | -0.1 | 1.5
COc1ccc(C(=O)CCC(=O)NCc2cc(OC)cc(OC)c2)cc1 | -0.2 | 2 | 0 | -8 | -4 | 10 | -5.4 | -1.0 | 1.4
COCCCn1c(SCC(=O)Nc2ccc(C(C)=O)cc2)nc2ccccc2c1=O | 0.8 | 22 | -14 | 0 | -6 | 10 | -0.7 | -1.5 | nt
CCOC(=O)N1CC=C2C(C#N)=C(N)C(C#N)(C#N)[C@H](c3ccccc3OCC)[C@H]2C1 | 0.0 | 0 | -1 | -3 | -6 | -14 | 0.3 | 0.8 | nt
C=CCOCC(O)Cn1c(N2CCCC2)nc2c1c(=O)n(C)c(=O)n2C (stereo not drawn) | -0.3 | 3 | -9 | -3 | ? | -9 | -2.8 | -0.3 | -0.2
COc1ccc(C2=CCC3CCCCN3C2)cc1OC (stereo not drawn) | -0.7 | -5 | -6 | -5 | 1 | -3 | -1.5 | -0.2 | 1.2
COCCCn1c(=O)c2sccc2n2c(CCCC(=O)NCc3ccc(OC)cc3)nnc12 | -0.5 | -12 | 2 | -8 | 5 | 16 | -1.7 | 3.2 | -0.3
O=C(CCN1C(=O)/C(=C/c2ccccc2)SC1=S)N[C@@H](CO)Cc1ccccc1 | 0.8 | 29 | -3 | -2 | -4 | 14 | -1.1 | -1.9 | 2.1
O=C(CNC1CCCCCC1)Nc1ccccc1N1CCCCC1 | -2.3 | 13 | -3 | 7 | 21 | 22 | -1.7 | -1.1 | nt
CCOC(=O)[C@@H]1[C@H]2COc3cc(OC)ccc3[C@H]2N2C(=O)N(c3ccc(Cl)cc3)C(=O)[C@]12C | 3.4 | 18 | -6 | 9 | -3 | 15 | -0.7 | -0.3 | 0.9
COc1cc(OC)cc(C(=O)N[C@H](C(=O)Nc2nnc(C3CC3)s2)C(C)C)c1 | -1.9 | 2 | 5 | 0 | -4 | 4 | -3.1 | 0.1 | 3.3
CCCn1c(SCC(=O)Nc2c(CC)cccc2CC)nnc1C(C)C | -0.1 | 1 | 0 | -1 | 6 | 1 | -4.2 | 0.4 | nt
Cc1noc(C)c1S(=O)(=O)Nc1ccc2c(c1)C(=O)N([C@H](C)CO)C[C@H](C)[C@H](CN(C)S(=O)(=O)c1ccc(Cl)cc1)OCCCC[C@@H](C)O2 | nt | nt | 3 | 2 | -5 | 9 | -1.7 | 0.2 | 0.0&-0.5
OCCN1c2ccccc2CCc2ccccc21 | nt | -3 | -1 | 7 | ? | 2 | -2.0 | -0.8 | 1.5
COc1ccc(N(CC(=O)NN=C2CCCC2)S(=O)(=O)c2ccccc2)cc1Cl | -0.8 | -2 | -5 | -1 | -16 | -11 | -2.2 | -0.6 | nt
O=C(O)c1ccc(Oc2c(C(F)(F)F)oc3cc(O)ccc3c2=O)cc1 | -1.8 | 4 | 0 | 0 | -1 | 5 | 1.2 | -0.5 | -0.8
Cc1cccc(-c2nc(C#N)c(N3CCCCC3)o2)c1 | -0.2 | 4 | 12 | 12 | -14 | 6 | -2.7 | 5.2 | 0.6
CC(=O)c1cn(CCOc2ccccc2C)c2ccccc12 | 0.4 | 31 | 7 | 14 | 3 | 0 | -2.9 | 0.9 | -0.1
Cc1cc(N2CCOCC2)ccc1/C=C\[N+](=O)[O-] | 0.4 | -3 | 8 | -1 | 6 | 4 | -1.3 | 18 | 1.4
CC(Cc1ccccc1)NCC(=O)Nc1cc(N(C)C)nc2ccccc12 (stereo not drawn) | 1.3 | 15 | -13 | -3 | -11 | -4 | -2.3 | 0.1 | -0.4
O=C(c1cccc([N+](=O)[O-])c1)N1CCN(c2ccccn2)CC1 | -0.5 | -1 | 0 | -9 | -8 | -7 | -1.3 | -1.4 | 1.5
Nc1nc(-c2cccnc2)nc2sc3c(c12)CCCC3 | 11 | 17 | -2 | 7 | -5 | -2 | -1.6 | -0.9 | 0.5
COc1ccc(N2CCN(CC(O)COc3ccc4c(c3)CCC4)CC2)cc1 (stereo not drawn) | -0.1 | 26 | -2 | -6 | -4 | 13 | -3.4 | -0.5 | nt
CCCCn1c(N)c(N(CCOC)C(=O)CN2C(=O)NC3(CC(C)CC(C)(C)C3)C2=O)c(=O)[nH]c1=O (stereo not drawn) | -1.7 | -7 | -4 | -5 | -8 | 9 | -1.8 | -0.3 | -1.2
O=C(COC(=O)C1CC1)Nc1ccc2c(c1)OCO2 | -0.1 | -3 | 2 | -1 | -8 | -10 | 0.8 | 0.3 | 1.5

Sorted by count of non-hydrogen atoms (descending): 3 of the compounds above
SMILES | PfHsp40 yeast | Y pestis TopoI | Anthrax LF prot | PrPC surface inh | BoNT-F LC inh | CCHF vOTU inh | FadD28 FP inh | BoNT A protease | TcdB inh
CCCCn1c(N)c(N(CCOC)C(=O)CN2C(=O)NC3(CC(C)CC(C)(C)C3)C2=O)c(=O)[nH]c1=O (stereo not drawn) | -1.7 | -7 | -4 | -5 | -8 | 9 | -1.8 | -0.3 | -1.2
COc1ccc(C(=O)CCC(=O)NCc2cc(OC)cc(OC)c2)cc1 | -0.2 | 2 | 0 | -8 | -4 | 10 | -5.4 | -1.0 | 1.4
CC(C)CNc1nc(Oc2ccc(=O)[nH]n2)nc(N2CCOCC2)n1 | -0.8 | -4 | -1 | 0 | 2 | -2 | -2.1 | -0.1 | 0.5

Entries of single compounds from above.
`COc1ccc(N2CCN(CC(O)COc3ccc4c(c3)CCC4)CC2)cc1` (stereo not drawn) is listed as PfHsp40 yeast = -0.1; Y pestis TopoI = 26; Anthrax LF prot = -2; PrPC surface inh = -6; BoNT-F LC inh = -4; CCHF vOTU inh = 13; FadD28 FP inh = -3.4; BoNT A protease = -0.5; TcdB inh = nt
`O=C(COC(=O)C1CC1)Nc1ccc2c(c1)OCO2` is listed as PfHsp40 yeast = -0.1; Y pestis TopoI = -3; Anthrax LF prot = 2; PrPC surface inh = -1; BoNT-F LC inh = -8; CCHF vOTU inh = -10; FadD28 FP inh = 0.8; BoNT A protease = 0.3; TcdB inh = 1.5

Structures above with a cyano group (three):
SMILES | PfHsp40 yeast | Y pestis TopoI | Anthrax LF prot | PrPC surface inh | BoNT-F LC inh | CCHF vOTU inh | FadD28 FP inh | BoNT A protease | TcdB inh
CCSc1nc(-c2cccnc2)ccc1C#N | -1.1 | -3 | -2 | -8 | 0 | 8 | -4.0 | -0.3 | 1.4
CCOC(=O)N1CC=C2C(C#N)=C(N)C(C#N)(C#N)[C@H](c3ccccc3OCC)[C@H]2C1 | 0.0 | 0 | -1 | -3 | -6 | -14 | 0.3 | 0.8 | nt
Cc1cccc(-c2nc(C#N)c(N3CCCCC3)o2)c1 | -0.2 | 4 | 12 | 12 | -14 | 6 | -2.7 | 5.2 | 0.6

Further structures.
SMILES | PfHsp40 yeast | Y pestis TopoI | Anthrax LF prot | PrPC surface inh | BoNT-F LC inh | CCHF vOTU inh | FadD28 FP inh | BoNT A protease | TcdB inh
CCOC(=O)c1[nH]c(C)c(C(=O)NCc2ccc(C)cc2)c1C | -1.5 | -1 | -1 | -3 | -2 | 12 | -0.5 | -0.4 | -7.8
N=C1C(=O)OCC1c1ccccc1NC(=O)c1ccccc1 (stereo not drawn) | 0.0 | 2 | -1 | -5 | -3 | 14 | -0.9 | 0.3 | 1.9
COc1ccc(S(=O)(=O)N2CCOC2CNC(=O)C(=O)NCc2ccc3c(c2)OCO3)cc1OC (stereo not drawn) | 0.3 | -1 | 8 | -4 | -1 | 19 | 1.1 | 0.7 | 1.2
Cc1ccc(CN2C(=O)NC(Cc3c[nH]c4ccccc34)C2=O)cc1 (stereo not drawn) | -0.6 | -11 | -8 | 5 | -24 | -13 | -1.0 | -3.5 | nt

High-throughput results as filed in PubChem.
